Luc counter: counter-screen: inhibitors of Kinase-Glo firefly luciferase | AID 1379 | Potency, µM (series often up to 38.3 µM), for the others: at the highest dose activity change, negative = inhibition, usual class: inhibitors | Kinase-Glo luciferase, ATP luminescence, 8 min | Q27757 | 0.28% of 200,000 active; also: % is scaled to controls: 0 for no effect and ±100 for the full control effect; nearly all actives have a fitted effect of over 60% in size
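Kinase-Glo luciferase light output from ATP and luciferin was measured with 10 uM ATP, within the enzyme's linear range. Buffer: 50 mM imidazole pH 7.2, 50 mM KCl, 7 mM MgCl2, 0.01% Tween 20, 0.05% BSA; luminescence read after 8 min at ambient temperature.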
RGS12 GoLoco inh: inhibitors of human Gai1-RGS12 GoLoco interaction (red fluorophore) | Gai1:RGS12 GoLoco peptide FP, rhodamine, 10 min | Potency, µM (titrated, usually from 61.6 µM), inactives show at the highest dose activity, negative = inhibition, most hits filed as inhibitors | 0.44% of 230,000 active; active = well fitted inhibition curve with a large enough effect, not every such curve was filed as active; inactive = no such curve, though single readings can be large or run the other way; also: % is scaled to controls: 0 for no effect and ±100 for the full control effect; nearly all actives have a fitted effect of over 30% in size; many of its hits are not listed in these tables
Target sequence (P63096 whole entry, looked up): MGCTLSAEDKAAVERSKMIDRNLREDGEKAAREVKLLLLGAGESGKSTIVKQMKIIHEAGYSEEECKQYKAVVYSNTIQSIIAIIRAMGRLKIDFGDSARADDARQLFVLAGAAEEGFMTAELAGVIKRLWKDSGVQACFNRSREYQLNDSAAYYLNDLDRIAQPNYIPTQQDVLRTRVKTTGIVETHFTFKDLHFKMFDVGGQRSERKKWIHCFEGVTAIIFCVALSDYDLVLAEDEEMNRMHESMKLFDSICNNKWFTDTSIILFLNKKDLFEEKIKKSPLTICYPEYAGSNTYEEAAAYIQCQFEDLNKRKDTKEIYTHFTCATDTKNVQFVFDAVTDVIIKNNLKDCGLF
NPSR antagonist: antagonists of human neuropeptide S receptor cAMP signaling; Q6W5P4; CHO-NPSR cells, cAMP TR-FRET, antagonist mode; Potency, µM (highest dose often 38.3 µM), for inactives: at the highest dose activity change, negative = inhibition, usual class: inhibitors; 1% of 220,000 active; AID 1461; also: % is scaled to controls: 0 for no effect and ±100 for the full control effect; nearly all actives have a fitted effect of over 50% in size; many of its hits are not listed in these tables
Target sequence (Q6W5P4 whole entry, looked up): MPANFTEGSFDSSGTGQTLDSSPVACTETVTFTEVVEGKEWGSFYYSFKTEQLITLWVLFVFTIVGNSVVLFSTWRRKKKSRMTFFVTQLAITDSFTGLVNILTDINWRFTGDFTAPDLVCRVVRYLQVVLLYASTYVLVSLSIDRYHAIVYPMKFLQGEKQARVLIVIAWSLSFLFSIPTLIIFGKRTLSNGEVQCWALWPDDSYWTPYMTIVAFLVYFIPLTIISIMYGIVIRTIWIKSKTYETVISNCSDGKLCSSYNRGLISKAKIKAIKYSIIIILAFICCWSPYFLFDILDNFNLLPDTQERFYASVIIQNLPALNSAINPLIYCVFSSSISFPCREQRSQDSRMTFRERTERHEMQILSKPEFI
Epigenetic derep: regulators of epigenetic silencing causing reporter derepression in mouse cells; 0.2% of 280,000 active; murine LDR cells, GFP reporter derepression, 30 h; Potency, µM (highest dose often 53.9 µM), for inactives: at the highest dose GFP activation, hits mostly activators; also: % of control where 0% means no effect; nearly all actives have a fitted effect of over 60% in size
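Derepression of a silenced CMV-GFP reporter in murine LDR cells is scored by enumerating GFP-positive cells with a laser-scanning microplate cytometer after 30 hours of treatment at 37 C.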
KDM4E inh: JMJD2E (human) inhibition; B2RXH2; JMJD2E catalytic domain, FDH-coupled NADH fluorescence (FDH is formaldehyde dehydrogenase); Potency, µM (doses to about 57.1 µM), inactives show at the highest dose activity change, negative = inhibition, hits mostly inhibitors; 1.6% of 230,000 active; AID 2147; active = well fitted inhibition curve with a large enough effect, not every such curve was filed as active; inconclusive = small, poorly fitted or top-dose-only effect, or another doubt; inactive = no such curve, though single readings can be large or run the other way;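 also: 0% = wells with enzyme and -100% = buffer wells without enzyme; nearly all actives have a fitted effect of over 50% in size; many of its hits are not listed in these tables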
Target sequence (B2RXH2 1-337 limits assumed): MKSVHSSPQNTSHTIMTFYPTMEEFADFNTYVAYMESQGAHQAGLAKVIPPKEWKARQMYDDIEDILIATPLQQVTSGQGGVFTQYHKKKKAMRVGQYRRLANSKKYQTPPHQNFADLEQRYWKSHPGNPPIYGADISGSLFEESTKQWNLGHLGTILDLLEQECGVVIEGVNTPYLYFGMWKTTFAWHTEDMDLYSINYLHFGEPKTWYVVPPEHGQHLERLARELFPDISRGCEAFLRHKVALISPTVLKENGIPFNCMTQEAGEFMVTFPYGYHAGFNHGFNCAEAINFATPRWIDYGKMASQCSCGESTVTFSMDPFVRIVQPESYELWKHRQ
RECQ1 helicase: blocks DNA unwinding by human RECQ1 | RECQ1 DNA unwinding, red fluorescence kinetic read | P46063 | Potency, µM (highest dose often 57.3 µM), without a hit: at the top dose activity, negative = inhibition, usual class: inhibitors | 0.54% of 240,000 active;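 also: plate controls were vehicle for no effect and no enzyme for full effect; nearly all actives have a fitted effect of over 30% in size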
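50 nM RECQ1T1 preincubated 15 min with compound in Tris pH 8.0 buffer with MgCl2, DTT, Tween-20 and 2.5 ug/ml poly(dI-dC); started with 200 nM TAMRA/BHQ-2 forked duplex and 2 mM ATP. Unwinding read as fluorescence (525/598 nm), two reads 2 h apart.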
IMPase Li inh: membrane-permeable IMPase blocker, potentiated with lithium; Potency, µM (series often up to 59.4 µM), for inactives: at the highest dose activity, negative = IMPase inhibition, usual class: inhibitors; 0.35% of 210,000 active; AID 1457; CHO-M1 cells, IP1 TR-FRET (IP-One), carbachol + lithium;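 also: IP1 builds up when IMPase is blocked and the TR-FRET signal falls; plate controls were basal vehicle for no effect and high inhibitor control for full effect; nearly all actives have a fitted effect of over 50% in size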
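IP1 accumulation measured by competitive TR-FRET in lysed CHO-M1 cells after 30 min compound exposure at 37C, with a small lithium addition to potentiate weak responses. Hill-equation AC50 from ratio and donor-channel data.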
SMN2 splice enh: SMN2 splice variant enhancement | 2.8% of 210,000 active | HEK293 SMN2-luciferase splicing reporter, luminescence, 30-36 h | Potency, µM (doses to about 46.1 µM), for the others: at the highest dose activity change, positive = activation, hits mostly activators; also: % of control where 0% means no effect; nearly all actives have a fitted effect of over 55% in size
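HEK293 cells carry an SMN2 […]–luciferase reporter in which exon 7 inclusion puts luciferase in frame. Cells were plated 10-12 h before compound addition, then incubated 30-36 h at 37C. ONE-Glo luminescence was read; sodium butyrate at 4.5 mM final served as control.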
Numbers without * were called inactive; i = inactive; ? = inconclusive; · = not tested or not shown; & = joins results of further samples; [ ] = another dose, or the depositor's remark. Unless noted, calls follow the shape of the dose curve; as a rule, active = well fitted curve in the direction sought with a large enough effect; inconclusive = small, poorly fitted or top-dose-only effect, or another doubt; inactive = no such curve, though single readings can be large; an effect the other way counts as inactive or inconclusive. Potency is read from the fitted curve at half-maximal effect. Some of the compounds tested (hit frequency here may not be typical).

Start of the data: the first two entries as a preview:
| cpd | smiles | Luc counter | RGS12 GoLoco inh | NPSR antagonist | Epigenetic derep |
| --- | --- | --- | --- | --- | --- |
| 1 | Cc1ccn2cc(C(=O)NCc3ccco3)nc2c1 | 2% | 2% | 8% | 1.1% |
| 2 | C/C(Cl)=C\Cn1c(Nc2ccc(C)cc2)nc2c1c(=O)n(C)c(=O)n2C | -2% | 11% | -21%[46.1 µM] | 4.3% |

| cpd | KDM4E inh | RECQ1 helicase | IMPase Li inh | SMN2 splice enh |
| --- | --- | --- | --- | --- |
| 1 | ? | -5% | -11% | 15% |
| 2 | -17% | 7% | 36%[activator][38.3 µM] | 26% |

Main list, from the start:
| cpd | smiles | Luc counter | RGS12 GoLoco inh | NPSR antagonist | Epigenetic derep |
| --- | --- | --- | --- | --- | --- |
| 1 | Cc1ccn2cc(C(=O)NCc3ccco3)nc2c1 | 2% | 2% | 8% | 1.1% |
| 2 | C/C(Cl)=C\Cn1c(Nc2ccc(C)cc2)nc2c1c(=O)n(C)c(=O)n2C | -2% | 11% | -21%[46.1 µM] | 4.3% |
| 3 | COc1ccc(NC(=O)CN(C)C(=O)c2oc3ccccc3c2C)cc1 | -2% | -4% | 3% | -2.9% |
| 4 | Cc1cc(F)c(F)c(C(=O)NC2CC2)c1Cl | -1% | -4% | 11%[46.1 µM] | -1.1% |
| 5 | Cn1nc(-c2ccc(Cl)cc2)c2cc(C(=O)NCc3ccco3)sc21 | 4% | 8% | -25%[46.1 µM] | -0.2% |
| 6 | Cn1c(=O)c2c(ncn2Cc2ccc(Cl)cc2)n(C)c1=O | -3% | 10% | 7% | -1.3%&-2.9% |
| 7 | Cc1nc2ccccc2nc(C)c1=NOCC(=O)N(c1ccccc1)C(C)C | 0% | 7% | -17% | -0.2% |
| 8 | O=C1NCCCC1C(=O)N/N=C/c1cccc(O)c1 (stereo unspecified) | -2% | 4% | 8% | -0.3% |
| 9 | COC(=O)CNC(=O)COC(=O)c1cc(SC)ccc1Cl | 6% | 9% | 6% | 1.2% |
| 10 | CCNc1ccc(C(=O)OCC(=O)NCc2ccccc2Cl)cc1[N+](=O)[O-] | 2% | 1% | -15%[46.1 µM] | ? |
| 11 | CC1CN(CCCCOc2cccc(Oc3ccccc3)c2)CC(C)O1 (stereo unspecified) | -2% | -2% | -29% | 0.0% |
| 12 | CCn1nc(C)c(C2C(C#N)=C(N)OC3=C2C(=O)CCC3)c1C (stereo unspecified) | 1% | 8% | 5% | 0.0% |
| 13 | N#Cc1ccccc1NC(=O)CSc1nnc(-c2ccccc2O)n1-c1ccccc1 | 6% | 1% | -22%[46.1 µM] | 3.4% |
| 14 | O=C(c1csc2ccccc12)n1cccn1 | 7% | 10% | -2%[46.1 µM] | 0.0% |
| 15 | N#Cc1c(N)nc2c(c1-c1ccc3c(c1)OCO3)CCCCCC2 | 2% | 0% | -20%[46.1 µM] | 1.0% |

| cpd | KDM4E inh | RECQ1 helicase | IMPase Li inh | SMN2 splice enh |
| --- | --- | --- | --- | --- |
| 1 | ? | -5% | -11% | 15% |
| 2 | -17% | 7% | 36%[activator][38.3 µM] | 26% |
| 3 | -3% | -3% | 4% | 12% |
| 4 | 5% | 2% | 16%[38.3 µM] | 17% |
| 5 | ? | -14% | 25%[38.3 µM] | -7% |
| 6 | -2% | i | 2% | -27% |
| 7 | -5% | i | 4% | -5% |
| 8 | -2% | -5% | 2% | 2% |
| 9 | ? | i | 3% | 6% |
| 10 | -7% | 0% | 5% | 10% |
| 11 | 20% | i | 24% | -19% |
| 12 | 3% | -1% | -2% | 25% |
| 13 | -27% | 2% | 29%[38.3 µM] | 17% |
| 14 | -5% | -1% | -12% | 25% |
| 15 | ? | 5% | -12%[38.3 µM] | -13% |

Another view of 4 compounds above:
entry | Molecule | Luc counter | RGS12 GoLoco inh | NPSR antagonist | Epigenetic derep | KDM4E inh | RECQ1 helicase | IMPase Li inh | SMN2 splice enh
12 | CCn1nc(C)c(C2C(C#N)=C(N)OC3=C2C(=O)CCC3)c1C (stereo unspecified) | 1% | 8% | 5% | 0.0% | 3% | -1% | -2% | 25%
7 | Cc1nc2ccccc2nc(C)c1=NOCC(=O)N(c1ccccc1)C(C)C | 0% | 7% | -17% | -0.2% | -5% | i | 4% | -5%
6 | Cn1c(=O)c2c(ncn2Cc2ccc(Cl)cc2)n(C)c1=O | -3% | 10% | 7% | -1.3%&-2.9% | -2% | i | 2% | -27%
3 | COc1ccc(NC(=O)CN(C)C(=O)c2oc3ccccc3c2C)cc1 | -2% | -4% | 3% | -2.9% | -3% | -3% | 4% | 12%

(list continues)
| cpd | smiles | Luc counter | RGS12 GoLoco inh | NPSR antagonist | Epigenetic derep |
| --- | --- | --- | --- | --- | --- |
| 16 | CC(C)NC(=O)c1ccccc1NC(=O)Cc1ccc(Cl)cc1 | 0% | -2% | -18%[46.1 µM] | -1.2% |
| 17 | O=C(O/N=C1\CCS(=O)(=O)c2sccc21)c1c(F)cccc1F | -3% | 9% | 6% | -2.4% |
| 18 | C1=C2C[N+]3(CCCC3)CC2Cc2ccc3ccccc3c21 (stereo unspecified) | -1% | -5% | -1%[46.1 µM] | -2.7% |
| 19 | O=C(Cn1c(=O)sc2ccccc21)Nc1ccc2c(c1)OCCO2 | 2% | 6% | -14%[46.1 µM] | -0.7% |
| 20 | CCN(CC(=O)NC1CCS(=O)(=O)C1)c1nc(-c2cccnc2)nc2ccccc12 (stereo unspecified) | -3% | 11% | -1%[46.1 µM] | -2.1% |
| 21 | O=C(O)c1cc(-n2nnnc2SCc2ccccc2F)ccc1Cl | 2% | 4% | -5% | 4.5% |
| 22 | CCS(=O)(=O)c1ccc2c(c1)N(S(=O)(=O)c1ccc(Cl)cc1)CC(C(=O)O)O2 (stereo unspecified) | 0% | 7% | 14% | 0.0% |
| 23 | CSc1nc2sc3c(c2c2nncn12)CCC3 | 2% | 7% | -4% | -1.6% |
| 24 | CCc1ccc2c(c1)cc(CN(C(=S)Nc1ccc(Cl)cc1)C1CC1)c1nnnn12 | 6% | 7% | 12%[46.1 µM] | 0.0% |
| 25 | O=C(Cc1ccccc1)Nc1ccc(N2CCOCC2)cc1 | -13% | 15% | 13% | -5.0% |
| 26 | CCOCCCNC(=O)/C(C#N)=C/c1cc(C)c(O)c(C)c1 | 2% | 3% | -22% | -0.8% |
| 27 | C=CCN1C(=O)/C(=C\c2ccc(C)cc2)N=C1SCC(=O)NCCC | -4% | 5% | -21%[46.1 µM] | 0.0% |
| 28 | Cc1cc2cc(C(c3nnnn3Cc3ccccc3)N3CCc4ccccc43)c(=O)[nH]c2cc1C (stereo unspecified) | 0% | 97%[activator] | 4%[46.1 µM] | 0.0% |
| 29 | COCCCN1CN=C(Nc2nc3ccccc3o2)NC1 | -1% | 0% | 6% | 4.6% |
| 30 | CCOc1ccc(CCNc2ccc3nnc(-c4ccccc4)n3n2)cc1OCC | -1% | -1% | 0% | -2.7% |

| cpd | KDM4E inh | RECQ1 helicase | IMPase Li inh | SMN2 splice enh |
| --- | --- | --- | --- | --- |
| 16 | -2% | ? | 3%[38.3 µM] | -4% |
| 17 | -4% | i | -4% | -6% |
| 18 | 4% | -3% | 30%[38.3 µM] | 4% |
| 19 | 3% | -2% | 4%[38.3 µM] | -18% |
| 20 | -4% | -4% | -9%[38.3 µM] | 16% |
| 21 | -3% | -4% | 15% | · |
| 22 | -14% | 13% | 2% | 9% |
| 23 | -4% | 8% | 1% | 10% |
| 24 | 16% | 4% | -23% | -16% |
| 25 | 11% | i | 1% | ? |
| 26 | -1% | i | 8% | -1% |
| 27 | 10% | 4% | 28%[38.3 µM] | · |
| 28 | ? | -3% | -8%[38.3 µM] | ? |
| 29 | -2% | -13% | 10% | ? |
| 30 | 8% | -12% | -2% | 12% |

New compounds follow
| cpd | smiles | Luc counter | RGS12 GoLoco inh | NPSR antagonist | Epigenetic derep |
| --- | --- | --- | --- | --- | --- |
| 31 | CCCC12CN3CC(C)(CN(C1)C3c1cccs1)C2=O (stereo unspecified) | · | 0% | -1%[7.67 µM] | -0.4% |
| 32 | CC(Cl)C(=O)NN=C(c1ccccc1)c1ccccc1 (stereo unspecified) | -1% | 1% | -11% | -1.3% |
| 33 | COc1ccc2c(c1OC)C(=O)N1c3ccccc3COC21 (stereo unspecified) | -10% | -7% | -1%[46.1 µM] | -0.9% |
| 34 | CC(=O)c1c(O)cc2n(c1=O)-c1ccc(Cl)cc1C2(C)C | -5% | 29% | -9% | -1.1% |
| 35 | c1ccc(Cn2nnc(-c3ccccc3)n2)cc1 | -1% | 1% | 4%[46.1 µM] | -0.8% |
| 36 | O=C(CCC(=O)N1CCN(c2ccc(O)cc2)CC1)c1ccc(Br)cc1 | · | 210%[activator] | -17% | 0.0% |
| 37 | NNC(=O)C1=NOC2COC3(CCN(c4ncccn4)CC3)OCC12 (stereo unspecified) | -4% | 3% | 17% | 0.3% |
| 38 | CCOC(=O)c1ccccc1NC(=O)/C=C/C(=O)O | -1% | -18% | -11% | -0.9% |
| 39 | CCCNc1nc(N)nc(-c2cc(Cl)ccc2OC)n1 | -4% | 3% | 11%[46.1 µM] | -1.5% |
| 40 | Cc1ccc(-n2ncc3c(=O)n(CC(=O)NC4CCCCC4)cnc32)cc1C | 2% | 4% | ? | -5.7% |
| 41 | O=S1(=O)CC(O)C(N2CCCCC2)C1 (stereo unspecified) | -1% | 4% | 8%[46.1 µM] | 0.0% |
| 42 | COc1cccc2c1NC(C(=O)O)C1CC=CC21 (stereo unspecified) | -5% | 19% | -6% | -3.2% |
| 43 | Cc1cccc2cc(CN(Cc3cccnc3)C(=S)NCCCN(C)C)c(=O)[nH]c12 | -4% | 9% | 7% | 1.1% |

| cpd | KDM4E inh | RECQ1 helicase | IMPase Li inh | SMN2 splice enh |
| --- | --- | --- | --- | --- |
| 31 | 7% | -5% | · | · |
| 32 | -14% | i | 0% | -14% |
| 33 | -4% | i | -9%[38.3 µM] | 14µM* |
| 34 | ? | -6% | 1% | -5% |
| 35 | 9% | -6% | 1% | 21% |
| 36 | -21% | i | · | · |
| 37 | · | -2% | 9% | 6% |
| 38 | -4% | -6% | -6% | 2%[1.84 µM] |
| 39 | -12% | -4% | 2%[38.3 µM] | 6% |
| 40 | -2% | -2% | ? | -12% |
| 41 | 4% | -9% | 3% | -17% |
| 42 | ? | 8.9µM* | 4% | -12% |
| 43 | 11% | -11% | 12% | · |
